High-throughput results from PubChem.
HEK293 viab: reduces viability of HEK-293 SNCA reporter cells; HEK-293-SNCA-luc viability, GF-AFC fluorescence, 24 h; Potency, µM (titrated, usually from 57.1 µM), for inactives: at the highest dose activity change, negative = cytotoxicity, actives largely listed as cytotoxic; 150,000 tested, 0.12% active; AID 1671193;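 also: potency is read from the fitted curve at half-maximal effect; 0% = DMSO-treated cells and -100% = medium-only wells without cells; nearly all actives have a fitted effect of over 30% in size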
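HEK-293-SNCA-luc cells (1500/well) plated 24 h, then exposed 24 h to a dilution series; GF-AFC added 30 min at 37C, fluorescence 405/540 nm; normalised to medium-only and DMSO wells, Hill fit.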
SNCA expr inhib: reduces expression of the alpha-synuclein gene; HEK-293 SNCA-luciferase knock-in, luminescence, 24 h; Potency, µM (doses to about 57.2 µM), for inactives: top-dose activity change, negative = inhibition, most hits filed as inhibitors; 140,000 tested, 0.17% active; AID 1671194;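 also: potency is read from the fitted curve at half-maximal effect; plate controls were DMSO cells for no effect and cell-free wells for full effect; nearly all actives have a fitted effect of over 45% in size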
HEK293 tox: kills HEK 293 cells | 94,000 tested, 6.6% active | HEK 293 viability, ATP luminescence (CellTiter-Glo), 48-72 h | Potency, µM (doses to about 115 µM), inactives show at the highest dose activity change, negative = cytotoxicity, actives largely listed as inhibitors; also: potency is read from the fitted curve at half-maximal effect; nearly all actives have a fitted effect of over 60% in size
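HEK 293 cells seeded at 250 cells/well were exposed to compound for 48 or 72 hr at 37 degree Celsius. Viability taken as ATP content by CellTiter-Glo luminescence.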
IP6K1 inhibitor: blocks human inositol hexakisphosphate kinase 1; Q92551; IP6K1 kinase, ADP-Glo luminescence, 2 h; active compounds read low; activity change, % (series mostly up to about 58 µM); 140,000 tested, 0.81% active; AID 1645851; in the data active = activity change below about -25%
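ADP-Glo luminescence measures ADP made by human IP6K1 during a 2 h RT reaction with ATP/IP6 (mix at 1.3 mM/130 uM); top library doses 57.5 and 19.1 uM final.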
Luciferase inh: blocks purified firefly luciferase enzyme activity; P08659; purified P. pyralis luciferase, luminescence, biochemical; Potency, µM (doses to about 115 µM), inactives show top-dose activity change, negative = inhibition, usual class: inhibitors; 76,000 tested, 2.5% active; AID 1347043; also: potency is read from the fitted curve at half-maximal effect; nearly all actives have a fitted effect of over 65% in size
Target sequence (P08659 whole entry, looked up): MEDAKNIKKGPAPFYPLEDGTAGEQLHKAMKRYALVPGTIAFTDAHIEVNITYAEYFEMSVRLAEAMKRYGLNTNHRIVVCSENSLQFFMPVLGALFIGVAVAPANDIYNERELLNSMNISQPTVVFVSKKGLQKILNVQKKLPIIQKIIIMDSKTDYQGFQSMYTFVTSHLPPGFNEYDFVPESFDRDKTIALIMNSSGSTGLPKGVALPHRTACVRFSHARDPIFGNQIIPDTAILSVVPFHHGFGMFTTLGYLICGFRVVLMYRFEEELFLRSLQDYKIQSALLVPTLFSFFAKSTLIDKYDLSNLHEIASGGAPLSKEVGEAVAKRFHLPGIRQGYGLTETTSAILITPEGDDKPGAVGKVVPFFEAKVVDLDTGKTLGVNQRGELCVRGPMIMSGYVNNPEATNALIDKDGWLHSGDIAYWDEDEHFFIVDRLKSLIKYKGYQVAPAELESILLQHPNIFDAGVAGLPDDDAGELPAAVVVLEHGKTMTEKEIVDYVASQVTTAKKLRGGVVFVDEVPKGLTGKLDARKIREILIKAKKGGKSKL
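Purified P. pyralis luciferase (10nM final) in 50mM Tris acetate pH 7.5, 10mM Mg acetate, 0.01% Tween-20, 0.05% BSA with 10uM D-luciferin and 10uM ATP. Compounds titrated qHTS. Luminescence imaged on CCD.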
GPT2 inhibitor: GPT2 alanine aminotransferase inhibition. Recombinant GPT2, coupled pyruvate oxidase/HRP Amplex Red fluorescence. Potency, µM (top dose mostly 57.7 µM), inactives show at the top dose activity change, negative = inhibition, actives largely listed as inhibitors. 100,000 tested, 0.25% active. AID 1671188; also: potency is read from the fitted curve at half-maximal effect; nearly all actives have a fitted effect of over 60% in size; many of its hits are not listed in these tables
Target sequence (Q8TD30 whole entry, looked up): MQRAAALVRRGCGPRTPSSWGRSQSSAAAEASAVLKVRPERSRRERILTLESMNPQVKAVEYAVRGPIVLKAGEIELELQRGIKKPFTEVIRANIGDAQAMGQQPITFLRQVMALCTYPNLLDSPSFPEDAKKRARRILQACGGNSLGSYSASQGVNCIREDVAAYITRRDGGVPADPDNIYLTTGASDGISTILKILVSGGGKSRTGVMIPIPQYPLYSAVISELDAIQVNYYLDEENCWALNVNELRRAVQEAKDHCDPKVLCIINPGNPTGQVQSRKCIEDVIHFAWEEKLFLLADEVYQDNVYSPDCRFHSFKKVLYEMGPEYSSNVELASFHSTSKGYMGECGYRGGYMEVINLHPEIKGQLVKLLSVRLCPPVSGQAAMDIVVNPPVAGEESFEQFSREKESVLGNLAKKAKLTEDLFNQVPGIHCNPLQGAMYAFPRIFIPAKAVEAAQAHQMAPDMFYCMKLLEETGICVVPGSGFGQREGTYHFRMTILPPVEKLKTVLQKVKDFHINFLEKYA
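Inhibition is scored from Amplex Red fluorescence generated when pyruvate oxidase and HRP act on pyruvate released by GPT2. Reactions contain 10ng/uL enzyme, 250uM a-KG and 2mM L-alanine and run 30 min at room temperature.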
NIH3T3 tox: cytotoxic compounds in NIH 3T3 cells; NIH 3T3 viability, CellTiter-Glo ATP luminescence, 48-72 h; Potency, µM (titrated, usually from 96.7 µM), without a hit: top-dose activity change, negative = cytotoxicity, usual class: inhibitors; 94,000 tested, 4.3% active; also: potency is read from the fitted curve at half-maximal effect; nearly all actives have a fitted effect of over 55% in size
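ATP-dependent luminescence (CellTiter-Glo) served as the viability signal for NIH 3T3 cells treated with compound for 48 or 72 hr at 37 °C.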
* = called active by the depositor; i = inactive; ? = inconclusive; / = not tested or not shown; & = joins results of further samples; [ ] = another dose, or the depositor's remark. Unless noted, calls follow the shape of the dose curve; as a rule, active = well fitted curve in the direction sought with a large enough effect; inconclusive = small, poorly fitted or top-dose-only effect, or another doubt; inactive = no such curve, though single readings can be large; an effect the other way counts as inactive or inconclusive. Unless noted, % is scaled to controls: 0 for no effect and ±100 for the full control effect.

Molecule	HEK293 viab	SNCA expr inhib	HEK293 tox	IP6K1 inhibitor	Luciferase inh	GPT2 inhibitor	NIH3T3 tox
CC(c1cc2ccccc2[nH]1)N(C)C(=O)C1CCN(CC(N)=O)CC1 (configuration not stated)	1%	-9%	-4%	38	-4%	-6%	-6%
CCC(C)(CN(C)C)OC(=O)c1ccccc1 (configuration not stated)	11%[23.9 µM]	-14%[25.6 µM]	/	5	/	-3%	/
Cc1nc(N2CCCCC2)n(CC(=O)Nc2cccc(Br)c2)c(=O)c1C	-17%	-20%	?	1	7%	-20%	?
CCOC(=O)C1CCCN(C(=O)c2cc3c(=O)n(C)c4ccccc4c3s2)C1 (configuration not stated)	-2%	5%	/	-1	/	/	/
COc1ccccc1NC(=O)CSc1oc(-c2cccs2)nc1S(=O)(=O)c1ccccc1	-7%	8%	/	-13	/	/	/
Cc1ccc(-c2cn3cc(C(=O)NCC4CCCCC4)nc3s2)cc1	-2%	-5%	-17%	5	/	-12%	-22%
COc1ccc2c(c1)c1c(c(=O)n(CCc3ccccc3)c(=O)n1Cc1ccccc1)n2C	-17%	2%	/	7	/	/	/
Cc1ccc2c(CC(=O)N3CCN(c4cccc(Cl)c4)CC3)coc2c1C	11%	1%	/	0	/	/	/
O=C1NCc2ccccc2CC12CCCCN2CC1CC=CCC1 (configuration not stated)	-6%	1%	-11%	-4	/	i	-10%
COc1cccc(-c2nc3c(C#N)c[nH]n3c2NC2CCC(C)CC2)c1 (configuration not stated)	-4%	23%	/	-11	/	/	/
O=C(C1CCCC1)N1CCC(c2noc(-c3ccccc3)n2)C1 (configuration not stated)	-7%	27%	?	-1	-22%	i	?
Nc1cncc(-c2nccc(N3CCC(O)CC3)n2)c1	2%	3%	-8%	6	-13%	-19%	i
COc1ccccc1-c1c(C)nn2c(N3CCN(c4cccc(Cl)c4)CC3)cc(C)nc12	3%	-12%	/	-13	/	/	/
C=C(CO[C@@H]1O[C@H](CO[C@@H]2OC[C@](O)(CO)[C@H]2O)[C@@H](O)[C@H](O)[C@H]1O)C1Cc2cc(C(C)=O)ccc2O1 (some centres not stated)	-6%[23.9 µM]	/	/	29	/	4%[27.3 µM]	/
CCN(CC)C(=O)C[C@@H]1CCNC[C@@H]1Cc1cc(C(=O)OC)on1	3%[87.6 µM]	-1%[87.6 µM]	-10%[172 µM]	16	2%[172 µM]	i	-15%[174 µM]
COc1ccc(OCC(=O)NCc2ccc3c(c2)CCN3C(=O)c2ccc(F)cc2)cc1	20%	-4%	/	-36*	/	/	/
O=C(Nc1onc2c1CCCC2)c1ccccc1	-9%	-71%	/	44	/	/	/
CCOC(=O)c1c(C)oc2ncnc(NCCc3ccccc3)c12	10%	52%[activator]	/	-14	/	/	/
COC(=O)N1CCN(C(=O)c2cccc(-c3cccc(OC)c3)c2)CC1	-4%[12.5 µM]	-7%	?	-1	/	i	-14%
Cc1cc(C)cc(Nc2nc3c(S(=O)(=O)c4cccc(Cl)c4)nnn3c3ccsc23)c1	8%	-1%	/	-4	/	/	/
CCOc1ccccc1NC(=O)n1ncc2cc(Cl)ccc21	1%	155%[activator]	/	-37*	/	/	/
Cc1ccc(-c2ccc3nnc(CNC(=O)C4CCCCC4)n3n2)cc1C	3%	2%	-11%	-7	8%	1%	-15%
OC[C@@H]1CNC[C@H]1c1nc(-c2ccncc2)no1	1%	10%	3%	-6	-5%	-16%	-4%
COc1ccc(-c2noc(CC3CCN(C(=O)c4cc(Cl)ccc4F)CC3)n2)cc1	-1%	-13%	40µM*	1	-2%	-22%	?
Cc1c(C(=O)N2CCC3(CC2)Nc2ccccc2NC3=O)cnc2ccnn12	2%	-9%	-20%	-4	4%	-8%[11.5 µM]	-16%
Cc1ccc(C2Cn3nnc(C(=O)N4CCN(C(=O)c5ccsc5)CC4)c3CO2)cc1 (configuration not stated)	-20%	?	?	3	-6%	1%	-10%
COc1ccc(Cn2nnc3c(=O)[nH]c(C4CCN(C(=O)c5ccc(C)cc5)CC4)nc32)cc1OC	?	83%[activator]	/	6	/	/	/
COc1ccc(CNC(=O)c2cnc(N(C)C)nc2)cc1	6%	30%[activator]	/	9	/	/	/
O=C(O)Cn1c(-c2cccs2)cc2cc(Cl)ccc21	1%	12%	/	-5	/	/	/
O=C(Nc1ccccc1)c1cc2n(n1)CCN(C(=O)CCn1cnnn1)C2	10%	55%[activator]	-5%	5	-27%	i	-21%

Record cards (already shown).
Cc1c(C(=O)N2CCC3(CC2)Nc2ccccc2NC3=O)cnc2ccnn12 as listed: HEK293 viab = 2%; SNCA expr inhib = -9%; HEK293 tox = -20%; IP6K1 inhibitor = -4; Luciferase inh = 4%; GPT2 inhibitor = -8%[11.5 µM]; NIH3T3 tox = -16%
O=C(Nc1ccccc1)c1cc2n(n1)CCN(C(=O)CCn1cnnn1)C2 as listed: HEK293 viab = 10%; SNCA expr inhib = 55%[activator]; HEK293 tox = -5%; IP6K1 inhibitor = 5; Luciferase inh = -27%; GPT2 inhibitor = i; NIH3T3 tox = -21%

Additional records follow.
Molecule	HEK293 viab	SNCA expr inhib	HEK293 tox	IP6K1 inhibitor	Luciferase inh	GPT2 inhibitor	NIH3T3 tox
Cc1ccc(CNC(=O)c2cccc(-n3cnc4cccnc43)c2)cc1	-11%	-14%	/	28	/	/	/
Cc1cc(N2CCCCC2)nc2ccc(NC(=O)c3cccc(F)c3)cc12	?	65%[activator]	/	35	/	/	/
CCc1nc(-c2c3n(c(=O)n(CC(=O)Nc4ccc(C)c(F)c4)c2=O)CCCCC3)no1	2%	-18%	-16%	9	-8%	i	-26%
Cc1ccc(NC(=O)c2sc3nc[nH]c(=O)c3c2C)cc1C	-24%	82%[activator]	/	5	/	/	/
COC(=O)[C@@H]1Cc2c([nH]c3ccccc23)[C@H]2C[C@@H](NCCNC(C)=O)C[C@@H](c3ccccc3)N21	1%	9%	?	-15	?	-3%	79µM*
CS(=O)(=O)N1CCCC1c1noc(CCC(=O)NCCN2CCCCC2)n1 (configuration not stated)	5%	?	10%	9	3%	i	i
Cc1cc(NC(=O)c2ccc(Cl)c(Cl)c2)ccc1-c1cc2ccccc2oc1=O	-9%	-7%	/	35	/	/	/
COCC[C@]1(O)CCN(C(=O)Nc2ccc(F)c(C(F)(F)F)c2)C[C@H]1C	6%	9%	-25%	11	5%	-6%	-34%
CCCCN1CCCC[C@H]1C(=O)Nc1c(C)cccc1C	0%	6%[25.6 µM]	/	23&16	/	-3%	/
Cc1ccc(C(=O)N2CCO[C@@H](COc3ccccn3)[C@@H]2c2ccccc2)cn1	0%	-7%	-4%	9	/	2%	-18%
Cc1cccc(C(=O)N2CCCC(C(=O)N3CCN(c4ccccn4)CC3)CCNC(=O)CC2)c1 (configuration not stated)	7%	-7%	-1%	-8	7%	i	2%
COc1cc(N2C(=O)CSC23C(=O)N(Cc2cccc(F)c2)c2ccccc23)cc(OC)c1OC (configuration not stated)	-2%	-15%	/	-1	/	/	/
Nc1nc(NCCNC(=O)c2ccccc2Cl)cc(C2CC(O)C2)n1 (configuration not stated)	-11%	-2%	3%	10	-9%	-18%	-18%
CCc1ccc(CNC(=O)c2cc3cc(S(=O)(=O)N4CCCCC4)ccc3n2C)cc1	7%	17%	/	7	/	/	/
NC(=O)c1cccnc1OC1CCN(CCc2ccccc2)CC1	0%	0%	-1%	22	-1%	i	-6%
COC(=O)c1ccc2nc(CO[C@H]3CN(Cc4cnn(C)c4)C[C@H]3F)[nH]c2c1	0%[87.6 µM]	-1%[87.6 µM]	-11%[172 µM]	0	-3%[172 µM]	-3%[88.5 µM]	-22%[138 µM]
COc1cccc(C(=O)c2cn(CC(=O)Nc3cccc(C(F)(F)F)c3)c3nc(C)ccc3c2=O)c1	?	-22%	/	8	/	/	/
Cn1cc(CN2C[C@H](C(=O)Nc3cccnc3)C[C@H]2c2cccc(C(F)(F)F)c2)cn1	-5%[87.6 µM]	?	?	-2	-3%[172 µM]	i	?
CC1(C)CC[C@]2(C(=O)O)[C@H](O)C[C@]3(C)C(=CCC4[C@@]5(C)CC[C@H](O[C@@H]6O[C@H](CO[C@@H]7OC[C@H](O)[C@H](O)[C@H]7O[C@@H]7OC[C@H](O)[C@H](O)[C@H]7O)[C@@H](O)[C@H](O)[C@H]6O)C(C)(C)C5CC[C@]43C)[C@@H]2C1 (some centres not stated)	-23%[12.5 µM]	/	/	-1	/	1%[17.1 µM]	/
O=C(NCc1cccc(Cl)c1)C1CCCN(Cc2cccc(-c3ccsc3)c2)C1 (configuration not stated)	/	/	32µM*	-6	/	/	40µM*
O=C(c1ccsc1)N1CCCC2(C1)Nc1cccnc1NC2=NCc1ccccc1 (configuration not stated)	-1%	22%	-5%	0	7%	-23%	-7%
O=C(NCc1ccccc1)c1ccc(CN2C(=O)NC3(CCOCC3)C2=O)cc1	7%	-5%	-7%	4	0%	1%	-16%
O=C(NCC1CCCCC1)c1cc(-c2cc(Cl)cc(Cl)c2)c2nncn2n1	5%	-6%	3%	8	/	i	-29%
CCCCCC(=O)Nc1ccc(NC(=O)c2cc3ccccc3o2)c(OC)c1	-7%	49%[activator]	/	15	/	/	/
OCCC1CN(c2nccc(-c3ccccn3)n2)CCN1Cc1ccoc1 (configuration not stated)	-18%	11%	-20%	5	-4%	4%	-19%
COc1ccc(Cl)cc1NC(=O)CN1Cc2ccccc2C1=O	1%	7%	/	0	/	/	/
NC(=O)C1(N2CCCCC2)CCN(Cc2cc3n(n2)CCNC3)CC1	-2%	-7%	4%	4	3%	-12%	-2%
CC(C)c1nccn1CCCNC(=O)c1ccc(-c2cccc(F)c2)nc1	4%	5%	?	7	0%	0%	-20%
COc1ccc(CN[C@H]2[C@H](O)[C@@H](N3CCCCC3)[C@@H]3OC[C@H]2O3)cc1	-3%[87.6 µM]	3%[87.6 µM]	-4%[172 µM]	8	0%[172 µM]	-8%[88.5 µM]	1%[174 µM]
COc1ccc(-c2cc(C(F)(F)F)nc(SCC(=O)NCCc3ccccc3)n2)cc1OC	4%	19%	/	9	/	/	/

Looked up above:
SNCA expr inhib, `COc1ccc(CN[C@H]2[C@H](O)[C@@H](N3CCCCC3)[C@@H]3OC[C@H]2O3)cc1` → 3%[87.6 µM]
HEK293 viab, `O=C(NCc1ccccc1)c1ccc(CN2C(=O)NC3(CCOCC3)C2=O)cc1` → 7%
IP6K1 inhibitor, `COc1cc(N2C(=O)CSC23C(=O)N(Cc2cccc(F)c2)c2ccccc23)cc(OC)c1OC` (configuration not stated) → -1
IP6K1 inhibitor, `O=C(NCc1cccc(Cl)c1)C1CCCN(Cc2cccc(-c3ccsc3)c2)C1` (configuration not stated) → -6

2 consecutive entries already listed:
Molecule	HEK293 viab	SNCA expr inhib	HEK293 tox	IP6K1 inhibitor	Luciferase inh	GPT2 inhibitor	NIH3T3 tox
CC(c1cc2ccccc2[nH]1)N(C)C(=O)C1CCN(CC(N)=O)CC1 (configuration not stated)	1%	-9%	-4%	38	-4%	-6%	-6%
CCC(C)(CN(C)C)OC(=O)c1ccccc1 (configuration not stated)	11%[23.9 µM]	-14%[25.6 µM]	/	5	/	-3%	/
